Compound activity from PubChem BioAssay.
ABHD5-PLIN5 inh = blocks binding of human ABHD5 to perilipin-5. Q00G26+Q8WTS1. Split G. princeps luciferase complementation, luminescence, 4 h. 0.78% of 360,000 active. inhibition, % at 4 µM;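 active means inhibition above the mean inhibition across every tested compound plus 3 SD, cut at about 22% in these data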;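 further: 0% = DMSO only wells and the 100% control is not disclosed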
Exocytosis inh = lytic granule exocytosis inhibition; inhibition, % at 10 µM; TALL-104 LAMP-1 surface exposure, flow cytometry; cells stimulated with thapsigargin and PMA; 0.66% of 360,000 active;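 active means inhibition above about 55%, limit read from the data; inconclusive means no clear call, values can overlap the other calls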
NOD2 RIPK2 PPI = inhibitors of human NOD2-RIPK2 interaction | AID 624267 | inhibition, % at 4.98 µM | O43353 | CHO BLA complementation NOD2-RIPK2, CCF4 ratio | 0.38% of 360,000 active; in the data active means inhibition above about 21%;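 further: 0% = vehicle only and 100% = reference blocker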
Target sequence (O43353 whole entry, looked up): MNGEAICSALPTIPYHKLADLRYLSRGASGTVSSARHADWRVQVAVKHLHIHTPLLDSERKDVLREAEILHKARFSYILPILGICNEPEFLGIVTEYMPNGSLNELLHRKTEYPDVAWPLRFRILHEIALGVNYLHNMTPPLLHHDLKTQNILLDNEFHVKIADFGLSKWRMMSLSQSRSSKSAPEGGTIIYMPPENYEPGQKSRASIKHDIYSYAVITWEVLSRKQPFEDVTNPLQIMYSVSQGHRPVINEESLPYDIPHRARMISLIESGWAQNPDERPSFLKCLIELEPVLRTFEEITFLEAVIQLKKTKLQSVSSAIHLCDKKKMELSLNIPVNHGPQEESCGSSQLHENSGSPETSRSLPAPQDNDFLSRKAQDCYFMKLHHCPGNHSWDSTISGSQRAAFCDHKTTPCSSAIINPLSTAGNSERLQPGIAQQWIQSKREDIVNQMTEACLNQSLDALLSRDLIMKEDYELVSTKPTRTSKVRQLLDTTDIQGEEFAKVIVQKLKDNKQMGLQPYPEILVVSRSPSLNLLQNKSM
Glyco luc inh = N-linked glycosylation inhibition | D54 ERlucT glycosylation luciferase reporter, 24 h; percent of 100 nM tunicamycin response | 0.23% of 360,000 active | AID 588692 | reporter increase, % at 12.5 µM;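 active means mean luciferase reporter signal, scaled so untreated is 0 and the glycosylation-blocking control 100, at or above a set limit in every replicate; inconclusive means mean reaches the limit but not every replicate does; inactive means mean below the limit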;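 further: luciferase carries N-glycosylation sites so blocking glycosylation raises the light; 0% = median of neutral control wells and 100% = median of 100 nM tunicamycin wells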
Vif inh = blocks HIV Vif function | 0.35% of 340,000 active | AID 602346 | inhibition, % at 7.49 µM | HEK293T cells, Vif self-association by quenched fluorescence, imaging, 24 h; in the data active means inhibition above about 50%, passing the limit was not always enough; inconclusive means no clear call, values can overlap the other calls; inactive means below about 31%; further: some results filed as inactive read as strong as hits
TLR9-MyD88 inh = inhibitors of human TLR9-MyD88 binding; Q9NR96+Q99836; CHO BLA complementation TLR9-MyD88, CCF4 FRET ratio; inhibition, % at 4.98 µM; 0.21% of 340,000 active; AID 504734;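 active means inhibition above the mean over all tested compounds plus 3 SD, cut at about 21% in these data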;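 further: 0% = DMSO only wells and 100% = clavulanate BLA inhibitor control wells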
ABCB6 inh 2 = blocks the human ABCB6 transporter; K562-ABCB6 porphyrin accumulation, flow cytometry, 1 h; active compounds read low; fluorescence ratio to DMSO, % at 10 µM; 0.19% of 360,000 active;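 active means fluorescence ratio to DMSO below 75%, the collection mean minus 3 SD; inconclusive means too few cells collected in the well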;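 further: signal is porphyrin accumulated inside mitochondria; 100% equals median channel fluorescence of DMSO control wells; lower ratio means ABCB6 inhibition with less porphyrin fluorescence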
MC4R antagonist = antagonists of human melanocortin 4 receptor (MC4R); inhibition, % at 6.5 µM; MC4R-expressing cells, MTII-stimulated cAMP, LANCE TR-FRET; 0.48% of 360,000 active;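 active means inhibition above its plate's cutoff, the mean of tested wells on that plate plus 3 SD, cut at about 29% in these data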;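 further: 0% = Melanotan II alone and 100% = Melanotan II plus saturating MCL0020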
Target sequence (P32245 whole entry, looked up): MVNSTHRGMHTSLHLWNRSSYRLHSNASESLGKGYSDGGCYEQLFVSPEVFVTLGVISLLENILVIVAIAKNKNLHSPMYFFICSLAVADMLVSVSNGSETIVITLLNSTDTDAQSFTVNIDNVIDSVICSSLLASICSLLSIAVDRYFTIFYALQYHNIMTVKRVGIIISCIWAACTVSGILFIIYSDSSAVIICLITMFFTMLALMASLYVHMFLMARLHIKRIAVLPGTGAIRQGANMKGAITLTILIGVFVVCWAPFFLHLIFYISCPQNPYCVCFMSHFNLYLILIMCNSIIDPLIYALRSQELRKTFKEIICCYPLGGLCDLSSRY
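Material: U2OS-MC4R stable cell line | Reagent: Melanotan II challenge after compound preincubation | Doses: One concentration, 6.5 µM nominal | Incubation: 30-min compound preincubation, 1-h Melanotan II challenge, 1-h detection, room temperature | Signal: TR-FRET cAMP assay | Replicates: One well per compound, no replicates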
MC4R barr agon = human MC4R agonism via beta-arrestin. P32245. U2OS MC4R beta-arrestin complementation, luminescence; percent of melanotan II response, DMSO zero. activation, % at 8.9 µM. 0.98% of 360,000 active;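 active means activation above a per-plate cutoff, the mean activation of sample wells on that plate plus 3 SD, cut at about 8% in these data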
aDG glyco up = alpha-DG glycosylation activation. AID 624168. Pro5-aDG cells, alpha-DG glycosylation AlphaScreen (IIH6); 0% Pro5, 100% B10-LARGE cell signal. activation, % at 10 µM. 0.22% of 360,000 active;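 active means activation of at least 8% versus controls, or a plate z-score of at least 8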;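 further: Pro5 are CHO cells carrying HIG-tagged alpha-DG that lacks glycosylation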
The depositor's hits bear a star; ? = inconclusive; / = not tested or not shown. These rows are one share of the data; count on the stated rates, not on these rows.

ABHD5-PLIN5 inh	Exocytosis inh	NOD2 RIPK2 PPI	Glyco luc inh	Vif inh	TLR9-MyD88 inh	ABCB6 inh 2	MC4R antagonist	MC4R barr agon	aDG glyco up	SMILES
9.7	-1.6	-2.6	-0.3	-4.6	0.0	95.0	-5.0	1.7	0.1	CC1CCN(C(=O)COC(=O)c2ccccc2NC(=O)c2ccco2)CC1
-0.8	3.9	-7.2	2.5	-5.2	7.0	101.0	24.3	-1.9	0.0	O=[N+]([O-])c1ccc(OCc2n[nH]c(=S)n2-c2ccccc2)cc1
0.1	1.2	-2.3	1.6	13.6	-0.6	98.0	8.3	-0.8	0.3	COc1ccc(C2C(C(N)=O)=C(C)Nc3ncnn32)cc1 (stereo unspecified)
-7.7	-1.2	-6.7	-0.6	20.6	-2.8	90.0	-2.8	-0.1	-0.2	C/C(Nc1ccc(F)cc1)=C(/C#N)C(N)=O
6.8	1.0	-4.7	-1.7	-2.4	-5.5	98.0	-0.2	-1.9	0.1	CCNCC(=O)Nc1c(C)cccc1C
2.2	-2.0	6.0	-4.7	5.6	-6.9	256.0	2.9	-0.2	0.3	COc1ccc(Nc2nc(-c3ccccc3)nc3ccccc23)cc1
0.3	-0.7	-4.2	0.2	-1.9	9.0	102.0	2.1	-1.9	0.0	COc1nnc(-c2ccc(C(=O)N3C[C@@H]4C[C@H](C3)c3cccc(=O)n3C4)cc2)c2ccccc12
6.0	0.2	-6.5	6.0	-11.9	-3.5	96.0	2.1	-1.6	-0.4	COc1ccc(Nc2ccc(S(=O)(=O)N3CCCCC3)cc2[N+](=O)[O-])cc1OC

Quoted at random: 3 entries already listed.
ABHD5-PLIN5 inh	Exocytosis inh	NOD2 RIPK2 PPI	Glyco luc inh	Vif inh	TLR9-MyD88 inh	ABCB6 inh 2	MC4R antagonist	MC4R barr agon	aDG glyco up	SMILES
6.8	1.0	-4.7	-1.7	-2.4	-5.5	98.0	-0.2	-1.9	0.1	CCNCC(=O)Nc1c(C)cccc1C
0.1	1.2	-2.3	1.6	13.6	-0.6	98.0	8.3	-0.8	0.3	COc1ccc(C2C(C(N)=O)=C(C)Nc3ncnn32)cc1 (stereo unspecified)
6.0	0.2	-6.5	6.0	-11.9	-3.5	96.0	2.1	-1.6	-0.4	COc1ccc(Nc2ccc(S(=O)(=O)N3CCCCC3)cc2[N+](=O)[O-])cc1OC

Other records.
ABHD5-PLIN5 inh	Exocytosis inh	NOD2 RIPK2 PPI	Glyco luc inh	Vif inh	TLR9-MyD88 inh	ABCB6 inh 2	MC4R antagonist	MC4R barr agon	aDG glyco up	SMILES
0.4	1.0	-14.0	0.4	5.0	-1.4	88.0	1.1	0.7	-0.1	CCOC(=O)c1ccc(-c2cccc(C(F)(F)F)c2)nc1C
1.5	?	1.3	0.1	-3.4	7.4	99.0	16.0	0.8	-0.3	O=C(c1cccc(F)c1)N(Cc1nc2ccccc2c(=O)[nH]1)C1CCCC1
-5.4	-0.7	-8.6	-8.7	-3.5	-8.0	93.0	0.4	3.7	-0.1	Cc1csc(NC(=O)c2ccc3ccccc3n2)n1
7.5	12.8	1.0	1.3	9.1	/	100.0	4.7	-0.4	-0.3	COCCCNC(=O)c1cccc2c(-c3ccnn3C)coc12
-1.2	-1.3	-1.7	1.7	12.5	-6.1	98.0	2.8	0.1	-0.3	COC(=O)C1=C(CS(=O)(=O)c2ccc(C)cc2)NC(=O)NC1c1ccc(OC)c(OC)c1 (stereo unspecified)
0.6	-0.2	-7.6	1.3	4.0	-6.5	110.0	20.1	-0.3	-0.1	Cc1ccc(C2(C)NC(=O)N(CC(=O)NC(C)c3ccccc3)C2=O)cc1 (stereo unspecified)
-3.0	-11.6	9.9	-5.1	6.7	-4.8	101.0	12.4	0.7	0.3	N#CCCN(C(=O)COC(=O)c1n[nH]c2ccccc12)c1ccccc1
-2.9	-11.6	3.6	-2.2	-9.1	-2.3	99.0	3.1	-0.8	0.0	COCCCNS(=O)(=O)c1ccc2[nH]c3c(c2c1)CCCCC3
-4.8	5.9	4.4	-1.9	13.9	7.1	94.0	4.2	-0.7	0.2	CCN(CC)C(c1ccc(F)cc1)c1nnnn1C1CCCCC1 (stereo unspecified)
20.8	82.8*	8.2	-23.2	70.1*	-6.7	89.0	7.2	-4.3	-0.7	CCN1C/C(=C\c2cccc([N+](=O)[O-])c2)C(=O)/C(=C/c2cccc([N+](=O)[O-])c2)C1
0.0	-4.2	-5.8	-5.2	-4.9	-5.6	98.0	6.6	-1.9	0.6	CCc1ccccc1N(C1=NCCCS1)S(=O)(=O)c1ccc(C(C)(C)C)cc1
0.3	-2.1	0.0	0.6	-1.0	-8.0	104.0	-3.4	0.8	0.0	OCC[C@H]1C[C@H](O)[C@@H](O)[C@]2(CCc3ccccc3O2)O1
10.3	-0.1	-3.5	1.5	/	2.2	99.0	-8.0	2.8	0.4	Cc1[nH]n(-c2ccc(Cl)c(Cl)c2)c(=O)c1CCO
-0.9	-1.1	-7.2	1.3	-0.8	6.2	98.0	9.5	-3.0	-0.2	O=C(NC1CCCCC1)C12CC3CC(C1)CC(n1cncn1)(C3)C2
-10.6	-1.8	-4.2	2.7	3.5	-47.4	93.0	-4.2	-1.2	0.0	Cc1ccc(C(=O)NNC(=S)NC(=O)COc2ccccc2)cc1
1.8	-2.2	11.5	-0.5	1.7	-6.0	101.0	14.2	-0.2	-0.1	CC(C)CC#Cc1ccc2c(c1)O[C@H](CN(C)C(=O)Nc1ccccc1)[C@@H](C)CN([C@H](C)CO)S2(=O)=O
11.5	-2.5	1.8	-2.2	/	4.4	96.0	3.7	-0.6	-0.1	CCC(C(=O)NC1CCCC1)n1c(SCc2cccc(C)c2)nc2ccncc21 (stereo unspecified)
3.7	0.8	0.2	1.8	-0.8	4.5	98.0	-1.7	-0.7	0.8	Cc1c(OCC(=O)NC(Cc2c[nH]c3ccc(O)cc23)C(=O)O)ccc2c3c(c(=O)oc12)CCC3 (stereo unspecified)
2.1	0.3	-3.2	-2.2	5.0	-15.8	97.0	3.0	-2.4	-0.2	COC(=O)CC1Oc2ccccc2N(Cc2ccccc2)C1=O (stereo unspecified)
-0.4	-2.3	-16.4	3.9	-10.0	-4.0	103.0	2.8	0.0	-0.6	Cc1ccccc1NC(=O)CSCCN1C(=O)c2ccccc2C1=O
3.9	0.7	-3.0	0.8	/	1.0	112.0	-0.1	-0.9	-0.1	O=C1CC(c2ccccc2)CC(O)=C1C=NCCN1CCNCC1 (stereo unspecified)
4.4	-1.8	-13.0	-3.6	-1.6	-5.0	90.0	0.2	1.5	0.2	Cc1ccc(S(=O)(=O)N2CCN(C(=O)CSc3cc(C)ccc3C)CC2)c(C)c1
-1.8	0.7	-1.4	0.0	20.5	2.6	93.0	-3.6	-0.3	0.1	CC1CN(S(=O)(=O)c2ccc(C(=O)NC3CCCCC3)cc2)CC(C)O1 (stereo unspecified)
-4.4	-0.3	2.0	1.0	27.7	1.2	93.0	-0.3	0.4	0.1	CSc1nc(C)c(CCOC(=O)c2cccc(Cl)c2)c(=O)[nH]1
1.6	-0.4	3.4	1.1	24.6	-1.2	98.0	-10.3	-4.1	-0.2	CCN(CC)c1ccc(NC(=O)C2=CC=CN3CCS(=O)(=O)N=C23)cc1
-1.2	-2.3	3.5	0.6	-6.3	1.0	97.0	4.6	-2.8	0.1	O=S(=O)(Nc1cc(F)ccc1F)c1cccc2nsnc12
2.5	1.1	-4.9	-5.5	12.7	-3.5	96.0	-3.0	-2.5	-0.4	CCOc1cc(NC(=O)c2cccs2)c(OCC)cc1NC(=O)c1cccnc1
-4.0	-2.3	-3.6	3.6	-1.6	-9.4	101.0	-2.9	1.0	0.7	CCOC(=O)c1cccc(NC(=O)Cn2cc3c(n2)CCC(C)C3)c1 (stereo unspecified)
12.2	5.1	-1.5	-5.4	-5.4	0.8	98.0	-4.8	-1.1	0.4	O=C(CCN1CCCCC1)N=Nc1c(O)[nH]c2ccccc12
-1.2	-0.6	-7.2	2.6	12.9	8.8	94.0	2.5	0.7	0.1	COc1ccc(C(=O)N2CCCC2)cc1S(=O)(=O)N1CCC(C)CC1
9.2	4.4	-2.9	-3.1	/	4.4	94.0	10.3	-1.3	0.1	O=C(CCn1c(=O)c2sccc2n(CC(=O)OCc2ccccc2)c1=O)NCc1ccco1
-1.7	-1.1	3.7	-1.0	14.7	-2.2	95.0	-1.4	0.4	-0.3	Cc1ccc(OCC(=O)NC2CCCC(C)C2C)c([N+](=O)[O-])n1 (stereo unspecified)
3.3	-3.2	3.1	-3.9	11.1	6.4	100.0	8.1	-0.4	0.1	COc1ccc(NC(=O)CSc2ncn[nH]2)c([N+](=O)[O-])c1
-6.2	-1.5	-9.9	-1.1	0.6	-15.6	101.0	15.3	2.1	-0.1	Cc1ccccc1OCC(=O)NCCCNC(=O)c1ccccn1
-0.6	-5.3	-6.7	-4.5	0.3	-11.8	94.0	8.2	-0.6	0.7	COc1cc(/C=C2\SC(=S)N(CCC(=O)Nc3ccccc3)C2=O)cc(OC)c1OC
9.6	-9.6	-22.2	-0.2	8.7	-0.6	90.0	-2.5	0.0	-0.2	O=C1c2ccccc2C(=O)C1c1ccccc1
-0.6	0.0	-6.0	-0.7	-2.5	-10.1	92.0	2.5	-2.4	-0.3	CCOC(=O)C1=C(C)N=C2SCCC(=O)N2C1c1cccs1 (stereo unspecified)
-3.4	-2.2	-13.1	1.9	/	-6.4	96.0	13.3	1.3	0.1	CCOC(=O)NC(=O)CSc1nnc(C)s1
-4.4	-2.5	5.8	1.3	-1.8	9.5	97.0	6.2	-2.4	0.3	CSc1ccccc1NC(=O)CN(C)CC(=O)Nc1ccccc1F
5.1	0.1	-16.5	-5.9	5.0	/	100.0	-0.6	6.7	-0.4	CC(=O)Nc1cc(-c2ccc(C(=O)N3CCOCC3)cc2)cn2c(-c3ccc(F)cc3)cnc12
1.8	-4.2	3.4	0.9	1.1	/	100.0	9.6	-0.2	-0.3	COc1ccc(C(=O)CSc2n[nH]c(C)n2)cc1[N+](=O)[O-]
-3.8	3.0	3.9	2.2	-4.4	-0.4	100.0	0.0	-2.9	-0.3	Cc1nn(CCCC(=O)NCc2ccccc2)c(=O)c2nn(-c3ccccc3)c(C)c12
3.4	1.9	-8.1	2.8	-9.4	/	102.0	-1.8	-3.4	0.0	Cc1ccc2c(c1)nnc1nnc(SCC(=O)O)n12
6.9	-1.8	4.9	1.1	-2.9	6.8	99.0	14.8	-0.6	0.0	CCOC(=O)COc1cc(N2C(=O)CSCC2=O)c(Cl)cc1Cl
-0.1	-1.6	-4.6	6.9	-9.1	-7.9	97.0	2.4	-0.7	0.1	CC(C)OCCCn1c(=S)[nH]c2cc3c(cc2c1=O)OCO3
4.2	-3.1	-4.1	-0.2	-0.9	/	99.0	15.8	-0.5	0.0	Cc1cc2c(cc1C)/C(=N/NC(=O)c1ccccn1)CCC2
1.2	2.2	2.2	0.7	-0.3	-6.4	97.0	4.7	-0.2	-0.2	CCn1ncc([N+](=O)[O-])c1C(=O)N1CCCC1
